Compound activity: PubChem, National Center for Advancing Translational Sciences (NCATS)
TDP1 cell CPT = DT40-hTDP1 cell growth loss with CPT | chicken DT40 Tdp1-/-;hTDP1 cells + 20 nM CPT, ATP luminescence, 48 h | Potency, µM (titrated, usually from 46.2 µM), for inactives: at the highest dose activity change, negative = growth inhibition, most hits filed as inhibitors | actives 12% (n = 420,000) | AID 686979; active = well fitted inhibition curve with a large enough effect; inconclusive = small, poorly fitted or top-dose-only effect; note: nearly all actives have a fitted effect of over 55% in size
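Cell growth measured by CellTiter-Glo luminescence after a minimum 48 h, 37 C compound exposure with 20 nM CPT in Tdp1-knockout DT40 cells stably expressing hTDP1, seeded 400/well; qHTS titration format.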
Starred values were filed as active, the others as inactive; ? = inconclusive; [ ] = remark or other dose. % is set by controls: 0 for no effect and ±100 for the full control effect; potency is the fitted concentration of half-maximal effect. Some of the compounds tested (hit frequency here may not be typical).

SMILES | TDP1 cell CPT
CCC(=O)[C@@H](C)[C@@H](OC(C)=O)[C@H](C)C[C@@H](C)[C@H]1OC(=O)C[C@@]2(O)CC=C(C)C(O2)C(C)=CCCC[C@H](O[C@H]2C[C@@H](OC(N)=O)[C@H](OC(C)=O)[C@@H](C)O2)C=C[C@H](C)C[C@H]1C | ?
COC(=O)c1sccc1S(=O)(=O)Nc1ccc(C(O)(C(F)(F)F)C(F)(F)F)cc1 | 18µM*
Nc1ccn([C@@H]2O[C@H](CNCc3ccc(OCC(=O)Nc4nccs4)cc3)[C@@H](O)[C@H]2O)c(=O)n1 | -1%
COc1ccccc1OCC(=O)NCC1CCCN(C(=O)c2cccc(C)c2)C1 (centres undefined) | -22%
CC1=C(C(=O)N2CCOCC2)CC(CC(=O)NCCc2ccccn2)C(=O)N1Cc1ccc(C(C)(C)C)cc1 (centres undefined) | -24%
CC(C)n1c(=O)c2ccccc2n1Cc1cn(Cc2cccs2)nn1 | 4%
O=C(NCC1CCOCC1)C1Cc2c(-c3ccccc3Oc3ccccc3)ccnc2O1 (centres undefined) | ?
CC1(C)CC(=O)C2=C(C1)OC1=C(C(=O)CC(C)(C)C1)C2c1cccc([N+](=O)[O-])c1 | ?
COc1cccc(C=Cc2nccc3ccccc23)c1OC | ?
Cc1c(C(=O)NCc2cccc(C(F)(F)F)c2)sc(=O)n1Cc1cccc(F)c1 | ?
O=C(c1[nH]c(C(F)(F)F)nc1-c1ccccc1)N1CCOCC1 | 1%
c1ccc(NN(Cc2ccncc2)c2ccccc2)cc1 | -24%
O=C(CCNC(=O)N1CC(=O)Nc2ccccc21)NCc1ccccc1Cl | ?
CCc1nc2c(OCCOC)cccn2c1N(C)C(=O)c1ccc(C)cc1 | -3%
CCc1ccc([C@@H]2C[C@H]3[C@@H](CN2S(=O)(=O)c2ccc(C)cc2)C(=O)C[C@@H](c2ccc(C)cc2)N3S(=O)(=O)c2ccc(C)cc2)cc1 | -9%
CN1OC[C@@H]2CN(S(=O)(=O)c3cc(Cl)cc(Cl)c3)[C@H](c3ccc(-c4ccc(C#N)cc4)cc3)C[C@@H]21 | ?
O=S1(=O)C[C@H](N2CC[C@@H](O)C2)[C@@H](COCc2ccccc2)N1 | 4%
OC(c1ccc2ccccc2c1)c1ncc(-c2ccc(C(F)(F)F)cc2)[nH]1 (centres undefined) | ?
O=C1NC[C@@H](CCCCN2C[C@H](Cc3ccc(O)cc3)N(CC3CCCCC3)C(=O)C2=O)N(CCc2ccccc2)C1=O | 0%
Cn1c(=O)c2cc(NC(=O)Nc3cccnc3)ccc2n1Cc1ccc(Cl)cc1 | ?
CS(=O)(=O)c1ccc(-c2csc(C(O)(c3ccccc3)C(F)(F)F)n2)cc1 (centres undefined) | ?
O=C(NC1CCCC1)C1c2ccccc2OCC(=O)N1CCCN1CCOCC1 (centres undefined) | -23%
COC(=O)c1ccc2nc(C3CCCCC3)c(Cc3ccc(C)cc3)n2c1 | 26µM*
O=C(O)c1ccc(CN2C[C@@H](CO)O[C@@H](n3cnc4c(NCc5ccc(F)cc5)ncnc43)C2)cc1 | 3%
CC1=C(C(=O)N2CCCCCC2)CC(CC(=O)NCCc2ccccn2)C(=O)N1CCC1=CCCCC1 (centres undefined) | ?
CCCNC(=O)c1cc(C2CCCCN2C(=O)CCc2ccccc2)on1 (centres undefined) | 1%
COC(=O)[C@]12CCCCC=C1N(Cc1ccc3c(c1)OCO3)C(=O)[C@H](CC(=O)NCc1ccc(OC)c(OC)c1)C2 | ?
COc1ccc(C=C2Cc3ccccc3C2=O)cc1 | -11%
O=C(Nc1cccnc1)C1Cc2c(-c3cccc(F)c3)ccnc2O1 (centres undefined) | ?
O=[N+]([O-])c1ccccc1S(=O)NCc1c(Cl)cccc1Cl (centres undefined) | ?
COc1cccc(-c2cnc3c(NC(C)=O)cc(-c4ccc(C(=O)NC5CC5)cc4)cn23)c1 | ?
CCCCN1C(=O)C(CC(=O)NCc2cccs2)CC(C(=O)N(C(C)C)C(C)C)=C1C (centres undefined) | -25%
COc1cc(C(O)c2nc(-c3cccc(NC(C)=O)c3)cs2)ccc1F (centres undefined) | ?
OC[C@@H]1CN(Cc2ccc3c(c2)OCO3)C[C@H](n2cnc3c(NC4CCC4)ncnc32)O1 | ?
CCCS(=O)(=O)NC(=O)C1(C)CCN(C(=O)c2oc3ccccc3c2C)C1 (centres undefined) | -20%
COC(=O)[C@@]1(Cc2ccc(F)cc2)[C@H]2c3cc(C(=O)N(C)C)n(CCc4c[nH]c5ccc(OC)cc45)c3C[C@H]2CN1C(=O)c1ccccc1 | ?
O=C(NC(c1ccc(-c2ccccc2)cc1)c1cnccn1)C1CCN(CCOc2ccc(F)cc2)CC1 (centres undefined) | ?
CCOC(=O)[C@]12CCCC=C1N(CCC1=CCCCC1)C(=O)[C@H](CC(=O)NCC1CCCCC1)C2 | ?
COC(=O)c1ccc2nc(-c3cccc(Cl)c3)c(CC3CCCCC3)n2c1 | 5%
Cc1cc(C)cc(Cn2cc(CN3CC(N4CCN(Cc5ccccc5F)CC4)CS3(=O)=O)nn2)c1 (centres undefined) | ?
COc1cc(=O)n2c(c1C(=O)NCc1ccco1)CCN(Cc1ccc3ccccc3c1)CC2 | -26%
CC1Cc2[nH]c(=S)[nH]c(=O)c2C(C)O1 (centres undefined) | -1%
CCOC(=O)c1ccc(O)c(-n2cc3c(c2-c2ccccc2)c(=O)n(C)c(=O)n3C)c1 | ?
Nc1ccn([C@@H]2O[C@H](CNC(=O)[C@@H](N)CSCc3ccccc3)[C@@H](O)[C@H]2O)c(=O)n1 | -17%
O=C(C[C@H]1CC[C@@H]2[C@H](COC[C@@H](O)CN2C(=O)C2CC2)O1)NCc1ccccc1Cl | 15%
COc1ccc(-c2ccccc2C2=CC(=O)CC(C)(C)C2=O)cc1 | -26%
O=c1c2ccccc2on1-c1ccccc1 | 3%
CCN1CCCC1CNC(=O)c1cnn(-c2ncc(C)c(-c3ccc(F)cc3)n2)c1C(C)C (centres undefined) | -3%[9.04 µM]
CC1C(=O)N(Cc2cn(CCC3OCCO3)nn2)CCS(=O)(=O)N1Cc1ccc(-c2ccc(F)nc2)cc1 (centres undefined) | -24%
O=C(Nc1ccc2c(c1)OCCO2)C(c1ccnc2ccccc12)N1CCN(c2ccc(C(F)(F)F)cn2)CC1 (centres undefined) | ?
CC(=O)Oc1ccccc1Cn1c(C)c(C(=O)NCc2ccc(Cl)c(Cl)c2)sc1=O | ?
Cn1ccc2c(N3CCCCC3)cc3c(c21)C1CCC3O1 (centres undefined) | -5%
C[C@@H]1CN([C@@H](C)CO)C(=O)CCCn2nncc2CO[C@H]1CN(C)S(=O)(=O)c1ccc2ccccc2c1 | -9%
C[C@@H]1CN(Cc2ccc3c(c2)CN(Cc2cccn2-c2ccc(Cl)cn2)CCO3)C[C@H](C)O1 | 7%[9.04 µM]
C[C@@H]1CN([C@H](C)CO)C(=O)c2c(c3ccccc3n2C)-c2ccccc2CO[C@H]1CN(C)C(=O)CCC(F)(F)F | ?
O=C(C(=O)N1CCN(c2ccccc2)CC1)c1cccc(Br)c1 | -28%
COCCNC(=O)C1C(=O)Nc2ccccc2C(=O)N1c1ccc2c(c1)OCCO2 (centres undefined) | -9%
C[C@@H]1CN([C@@H](C)CO)C(=O)CCCn2nncc2CO[C@H]1CN(C)S(=O)(=O)c1ccc2c(c1)OCCCO2 | 6%
COC(=O)[C@@]12C[C@@H](CC(=O)NCc3ccc(C)o3)C(=O)N(Cc3cccc4ccccc34)C1=CCC(C)(C)C2 | 21µM*
Cc1cccc(C)c1-n1nnnc1C(c1ccnc2ccccc12)N1CCN(c2ccccc2F)CC1 (centres undefined) | ?

In the list so far, these have two or more sulfur atoms:
SMILES | TDP1 cell CPT
COC(=O)c1sccc1S(=O)(=O)Nc1ccc(C(O)(C(F)(F)F)C(F)(F)F)cc1 | 18µM*
CCc1ccc([C@@H]2C[C@H]3[C@@H](CN2S(=O)(=O)c2ccc(C)cc2)C(=O)C[C@@H](c2ccc(C)cc2)N3S(=O)(=O)c2ccc(C)cc2)cc1 | -9%
CS(=O)(=O)c1ccc(-c2csc(C(O)(c3ccccc3)C(F)(F)F)n2)cc1 (centres undefined) | ?

(listing goes on)
SMILES | TDP1 cell CPT
COCCNc1nc(Nc2ccc(F)cc2)c2sccc2n1 | 18µM*
CCCc1c(-c2ccccc2F)ncn1Cc1ccccc1OC | 1.3µM*
CCC1(C2CCN(C(=O)c3ccccc3C)CC2)NC(=O)N(CCc2scnc2C)C1=O (centres undefined) | 15%[9.04 µM]
O=[N+]([O-])c1ccc2c([N+](=O)[O-])ccc3c2c1CC3 | 18µM*
OC[C@@H]1CN(Cc2ccc(F)cc2)C[C@H](n2cnc3c(N4CCOCC4)ncnc32)O1 | -6%
CCNC(=O)C1(C)CCCN(C(=O)c2oc3ccccc3c2C)C1 (centres undefined) | -6%
CN1/C(=C/C=C/c2n(C)c3cc([N+](=O)[O-])c([N+](=O)[O-])cc3[n+]2C)C(C)(C)c2ccccc21 | ?
CCc1ccc(N(CC(=O)N2CCCC2)S(C)(=O)=O)cc1 | 4%
CCN(CC)C(=O)Cn1cc(S(=O)(=O)CC(=O)Nc2cccc(NC(C)=O)c2)c2ccccc21 | -13%
O=C(Nc1ccccc1Cl)c1cc(C2CCCCN2C(=O)OCCF)on1 (centres undefined) | ?
COC(=O)[C@]12CCCCC=C1N(Cc1ccc3c(c1)OCO3)C(=O)[C@H](CC(=O)NCC1CCCCC1)C2 | ?
S=C1Nc2ccccc2CS1 | -15%

Two records picked at random from those above:
SMILES | TDP1 cell CPT
COCCNc1nc(Nc2ccc(F)cc2)c2sccc2n1 | 18µM*
S=C1Nc2ccccc2CS1 | -15%

5 compounds out of the list, sorted by number of heavy atoms, ascending.
SMILES | TDP1 cell CPT
O=[N+]([O-])c1ccc2c([N+](=O)[O-])ccc3c2c1CC3 | 18µM*
O=C(Nc1ccccc1Cl)c1cc(C2CCCCN2C(=O)OCCF)on1 (centres undefined) | ?
OC[C@@H]1CN(Cc2ccc(F)cc2)C[C@H](n2cnc3c(N4CCOCC4)ncnc32)O1 | -6%
CN1/C(=C/C=C/c2n(C)c3cc([N+](=O)[O-])c([N+](=O)[O-])cc3[n+]2C)C(C)(C)c2ccccc21 | ?
CCN(CC)C(=O)Cn1cc(S(=O)(=O)CC(=O)Nc2cccc(NC(C)=O)c2)c2ccccc21 | -13%

(more compounds)
SMILES | TDP1 cell CPT
COC(=O)C1(C(=O)OC)CCCCN(S(=O)(=O)c2ccc(C)cc2)CCC1 | ?
COc1ccccc1CNc1nc(NCc2cccs2)nc2ccsc12 | ?
CCCCNC(=O)C1(C)CCC(=O)N1CCOc1ccccc1 (centres undefined) | -4%
O=C(NCc1cccnc1)c1cc(C2CCCCN2C(=O)c2ccccc2)on1 (centres undefined) | ?
CCCCCC(=O)N1C[C@@H](O)[C@H](n2cc(C3CC3)nn2)C[C@@H]1c1ccc(OC)cc1 | -3%
CCCCN(C)c1c(C)nc2ccc(C(=O)N3CCN(C(C)=O)CC3)cn12 | ?
CC(C)CC1C(=O)N(Cc2cn(CCC3OCCCO3)nn2)CCS(=O)(=O)N1Cc1ccc(-c2ccc(Cl)c(Cl)c2)cc1 (centres undefined) | 15µM*
CCNC(=O)C1CCCN(C(=O)c2ccc(F)c(Cl)c2)CC1 (centres undefined) | 0%
OCCN1CCN(CCCN2c3ccccc3CCc3ccccc32)CC1 | ?
CC(C)(C)c1ccc(C(=O)N2CCC2(C)C(=O)NS(=O)(=O)c2ccc(C#N)cc2)cc1 (centres undefined) | -8%
COCCNc1ncnc2c1ncn2[C@H]1CN(Cc2cc(OC)c(OC)c(OC)c2)C[C@@H](CO)O1 | -9%
Cn1c2c(c(=O)n(C)c1=O)CS(=O)c1ccccc1N2 (centres undefined) | -17%
COc1ccc([C@H]2C[C@@H](n3cc(C4CC4)nn3)[C@H](O)CN2C(=O)C2CCCCC2)cc1 | -21%
O=[N+]([O-])c1ccc(NN=CC2CCCCCC2)c([N+](=O)[O-])c1 | 15µM*
CCCCN(C=O)c1c(CC)nc2c(OCCOc3ccccc3)cccn12 | ?
Cc1ccc(S(=O)(=O)Nc2ccccc2C(C(=O)OC(C)(C)C)C(=O)OC(C)(C)C)cc1 | ?
NC(CCc1ccccc1)c1csc(NC(=O)Nc2cccc(Cl)c2)n1 (centres undefined) | 26µM*
COC(=O)c1c(OCc2cccnc2)cc(=O)n2c1CCN(C(=O)c1cccc(N(C)C)c1)CC2 | -6%
N#CC1C(=O)NC(=O)C(C#N)C12CCCC2 (centres undefined) | 6%
OC(c1ccccc1)c1ncc(-c2ccc(Oc3ccccc3)cc2)[nH]1 (centres undefined) | 23µM*
O=C(Nc1nnc([C@H]2C[C@H](O)[C@@H](CO)O2)s1)Nc1ccc(F)cc1F | 12%
CCOC(=O)C1=CCC(c2ccc(N(CC)CC)cc2)N(S(=O)(=O)c2ccc(C)cc2)C1c1ccc([N+](=O)[O-])cc1 (centres undefined) | 7.3µM*
Cc1cccnc1C(NC(=O)C1CCN(Cc2ccc(Cl)cc2)CC1)c1ccc(F)cc1 (centres undefined) | 26µM*
COc1ccccc1-c1ccnc(-n2ncc(C(=O)N(C)CCc3ccccn3)c2C)n1 | 8%[9.04 µM]
Cc1c(C(=O)NCC2COCCO2)cnn1-c1nccc(-c2cccs2)n1 (centres undefined) | -22%
O=c1[nH]c2cc(Cl)cc([N+](=O)[O-])c2c2ccc(Cl)cc12 | 4%
